Compound activity from PubChem.
NCI-60 one-dose screen, 48 h, at 10 µM unless noted. Numbers give growth in % (100 = growth as untreated, 0 = no growth, -100 = all killed).
T-47D: T-47D breast cancer; 79,000 compounds, 5% hits
HS 578T: HS 578T breast cancer; 78,000 compounds, 4.1% hits
BT-549: BT-549 breast cancer; AID 1794793; 78,000 compounds, 4.4% hits
MDA-MB-231: MDA-MB-231 breast cancer | 81,000 compounds, 5% hits | AID 1794789
MDA-MB-468: MDA-MB-468 breast cancer. AID 2202374. 78,000 compounds, 8.5% hits
MALME-3M: MALME-3M melanoma; 78,000 compounds, 5.8% hits
MCF7: MCF7 breast cancer; 82,000 compounds, 6.3% hits
LOX IMVI: LOX IMVI melanoma; 79,000 compounds, 7.4% hits; AID 1794757
Numbers without * were called inactive; / = not tested or not shown; & = joins results of further samples. Rule for the calls: active = growth percent below 10; inactive = the rest.

Structure	T-47D	MDA-MB-468	MCF7	MDA-MB-231	BT-549	MALME-3M	HS 578T	LOX IMVI
COc1ccc(C2CC(=O)c3c(O)c(OC)c(OC)c(OC)c3O2)c(O)c1 (stereo unspecified)	58	-3.6*	33	25	61	65	36	44
O=C(C(=Cn1c(=S)[nH]c2ccc([N+](=O)[O-])cc21)C(=O)c1ccccc1)c1ccccc1	93	112	93	96	101	/	/	96
CC(C)OC(=O)c1ccc2n1CCc1cnc(N)nc1-2	/	89	99	98	95	103	99	100
Nc1ccc2c3c(ccc([N+](=O)[O-])c13)CC2	87	109	83	104	85	115	103	99
Cc1cccc(NC(c2cc3cccc4ccc5cccc2c5c43)c2nnnn2C(C)(C)C)c1C (stereo unspecified)	68	-10*	67	79	99	93	88	80
O=c1/c(=C\c2ccc(-c3cc(Cl)cc(Cl)c3)o2)sc2nc(-c3ccco3)nn12	93	100	91	102	110	99	101	104
COc1ccc(F)cc1/C=C/C(=O)/C=C(O)/C=C/c1cc(F)ccc1OC	77	91	70	96	95	93	110	84
Cc1ccc(S(=O)(=O)CCc2cc[n+](C)cc2)cc1	89	103	112	93	107	97	103	101
NC(N)=N/N=C(/C[n+]1ccccc1)c1ccc(Cl)cc1	105	90	99	104	102	100	97	95
COc1cccc2occ(/C=N/NC(=S)SC)c(=O)c12	105	104	97	95	93	92	/	92
CSc1oc(CCS(=O)(=O)c2ccc(C)cc2)nc1S(=O)(=O)c1ccc(C)cc1	90	92	101	95	98	97	96	101
Cc1nc2sc(-c3nc4ccccc4[nH]3)c(N)c2c(C)c1Cl	/	91	47	23	102	87	85	67

Carrying on:
Structure	T-47D	MDA-MB-468	MCF7	MDA-MB-231	BT-549	MALME-3M	HS 578T	LOX IMVI
COC(=O)[C@H]1CCCN1C(=O)[C@H]1CCCN1C(=O)[C@@H](Cc1c[nH]c2ccccc12)NC(=S)Nc1cc(C(F)(F)F)cc(C(F)(F)F)c1	50	21	26	44	92	47	12	44
Cn1c(=O)c2c(nc(Nc3ccccc3)n2CCNC(=O)c2ccccc2)n(C)c1=O	104	109	94	87	98	97	91	92
CN1CCN(C(=O)[C@]23CCC(C)(C)C[C@H]2C2=CC[C@@H]4[C@@]5(C)C/C(=C/c6cccnc6)C(=O)C(C)(C)[C@@H]5CC[C@@]4(C)[C@]2(C)CC3)CC1	34	34	23	60	82	63	54	69
CCOC(=O)CCNc1nc(N)nc(N(C)C2CCCCC2)c1C=O	105	92	103	98	96	/	123	102
CCn1cnc2c1c(=O)[nH]c(=O)n2Cc1ccc(CNS(=O)(=O)c2ccc(OC3CCOCC3)c(F)c2)cc1	49	69	77	60	81	69	56	96
O=C1C=CC(=O)N1c1cccc([N+](=O)[O-])c1	102	95	98	109	99	109	120	105
CCCCCCCCNc1cccc2c1C(=O)c1ccccc1C2=O	95	95	102	96	101	108	96	105
CCOC(=O)C(C=O)(C=O)c1ccccc1	103	120	/	109	108	116	/	100
OCC(O)C(O)C(O)C(O)C(O)c1nc2ccccc2[nH]1 (stereo unspecified)	84&110	97&111	92&106	115&105	102&115	100&103	98&104	95&99
O=[N+]([O-])c1cccc(C2Nc3ccccc3CO2)c1 (stereo unspecified)	89	100	84	101	85	100	116	92
CCSc1nc2ccccc2c(=O)n1CCc1ccccc1	41	16	67	71	100	119	87	90
CCCCNC(=S)NS(=O)(=O)c1ccc(CCN2C(=O)/C(=C/c3ccc(Cl)cc3)N=C2C)cc1	93	95	83	87	111	83	97	89

Remaining list, next part
Structure	T-47D	MDA-MB-468	MCF7	MDA-MB-231	BT-549	MALME-3M	HS 578T	LOX IMVI
O=C(/C=C/c1ccccc1)n1c(-c2ccccc2O)nc2ccccc21	78	96	89	80	105	93	96	87
C/C=C/C=N/NC(=S)Nc1ccccc1	111	107	86	90	96	96	/	89
CC1=C(C(=O)c2ccccc2)C(c2ccc3c(c2)OCO3)NC(=O)N1 (stereo unspecified)	91	109	97	102	96	92	102	97
COc1cc(C2CC(c3cc(OC)c(OC)c(OC)c3)=NN2)ccc1O (stereo unspecified)	97	121	113	84	/	98	78	93
CC(=O)Nc1ccc(C=Nc2ccc3ccccc3c2)cc1	108	107	92	109	102	111	/	114
c1ccc(CNc2ncn[nH]2)cc1	95	/	100	153	97	112	99	113
C/C(Cc1ccc(Cl)cc1)=C(/c1ccc(Cl)cc1)c1ccc(OCCN(C)C)cc1	48	17	11	74	103	37	61	-88*
CCOC(=O)CCc1ccc(C(C)=O)cc1	103	94	96	114	/	120	96	100
COc1cnc2c(c1)C(=O)c1c-2n(CCCN2CCC(N)CC2)c(=O)c2cc([N+](=O)[O-])ccc12	47	74	25	58	77	/	81	21
Oc1ccc2ccccc2c1CN(Cc1ccccc1)Cc1ccccc1	102	116	96	106	95	98	96	104
O=C(O)C1CN(c2cccc(Cl)c2)N(c2cccc(Cl)c2)C1=O (stereo unspecified)	89	79	92	85	101	71	91	89
Cc1cc[n+](CC(=O)c2ccc(Cl)cc2)c(C)c1	101	109	102	100	123	110	104	94

Pulled one by one from the entries so far:
Structure	T-47D	MDA-MB-468	MCF7	MDA-MB-231	BT-549	MALME-3M	HS 578T	LOX IMVI
NC(N)=N/N=C(/C[n+]1ccccc1)c1ccc(Cl)cc1	105	90	99	104	102	100	97	95
C/C(Cc1ccc(Cl)cc1)=C(/c1ccc(Cl)cc1)c1ccc(OCCN(C)C)cc1	48	17	11	74	103	37	61	-88*
O=C(O)C1CN(c2cccc(Cl)c2)N(c2cccc(Cl)c2)C1=O (stereo unspecified)	89	79	92	85	101	71	91	89

(next part)
Structure	T-47D	MDA-MB-468	MCF7	MDA-MB-231	BT-549	MALME-3M	HS 578T	LOX IMVI
O=C(Nc1cccc([N+](=O)[O-])c1)c1cccc(C(=O)Nc2cccc([N+](=O)[O-])c2)c1	68	67	68	83	-4.3*	49	9.2*	68
COc1cc(CNc2oc(-c3ccccc3)c(-c3ccccc3)c2C#N)cc(CN2CCCCC2)c1O	89	68	34	104	88	73	57	31
O=C(O)c1ccc2cccnc2c1O	10	-31*	11	11	-17*	-8.0*	/	3.3*
CC(=O)N1N=C(c2ccc3c(c2)OCO3)CC1c1cccc(Nc2ccnc3cc(C(F)(F)F)ccc23)c1 (stereo unspecified)	65	86	76	93	83	108	92	89
O=C(Nc1ncc(Cc2ccc(Cl)cc2Cl)s1)c1cc(Br)cs1	63	42	44	107	70	73	89	87
COC(=O)c1c(O)cc(OC)cc1O	102	100	105	114	104	87	117	96
Cc1ccc(Nc2nc(Nc3cnc4ccccc4c3)c3[nH]cnc3n2)cc1	70	82	62	73	55	105	78	72
O=C(CCCCCCCCC(=O)N1CCCCC1)N1CCCCC1	76	90	102	104	106	125	108	88
CC(CCN=Cc1ccccc1O)N=Cc1ccccc1O (stereo unspecified)	/	99	95	108	91	99	108	94
CC/C(=C(/c1ccc(Cl)cc1)c1ccc(OCCN2CCOCC2)cc1)c1ccc(OC)cc1	69	74	98	103	98	105	116	97
O=C(Cc1ccccc1)Nc1nnc(NC2CCN(c3nnc(NC(=O)Cc4ccccc4)s3)CC2)s1	84	125	87	77	82	83	79	69
CCCCOC(=O)c1ccc(NC(=O)CCl)cc1	47	50	23	7.8*	47	-67*	80	-43*

(list continues)
Structure	T-47D	MDA-MB-468	MCF7	MDA-MB-231	BT-549	MALME-3M	HS 578T	LOX IMVI
CCCCCN=C(N)N/N=C/c1c[nH]c2ccc(OC)cc12	110	106	105	70	86	97	125	106
O=C1c2ccccc2NC(c2cccnc2)N1/N=C/c1cccnc1 (stereo unspecified)	106	95	95	90	101	/	95	/
CCC(=O)Nc1ccc(-c2nc(-c3cccc(O)c3)c(-c3ccnc(Br)c3)[nH]2)cc1	26	31	13	72	74	60	23	59
Cc1ccccc1C1CC(c2cccc(OCCCCOc3cccc(C4=NOC(c5ccccc5C)C4)c3)c2)=NO1 (stereo unspecified)	20	27	61	70	73	90	87	81
CC(C)CCOCCOCCCN1C(=O)C2C3C=CC(C3)C2C1=O (stereo unspecified)	100	111	97	86	96	92	83	98
COc1cc2cc(Oc3ccc(NC(=O)Nc4ccc(F)c(C(F)(F)F)c4)cc3)c(C)nc2cc1OCCN(C)C	91	93	-90*	103	99	93	108	54
COc1ccc(CNC(=O)C(=O)[C@H](Cc2ccccc2)NC(=O)c2[nH]c3ccccc3c(=O)c2C)cc1	101	98	94	96	115	107	99	102
Cn1cc(/C=C/C(=O)/C=C(/C=C/c2cn(C)c3ccccc23)OB(F)F)c2ccccc21	87	100	98	100	102	89	97	105
NC(=O)CSc1oc(-c2ccccc2)nc1S(=O)(=O)c1ccc(Br)cc1	58	74	75	53	62	59	56	94
c1ccc(CC2=NCCCS2)cc1	98	/	93	102	99	104	107	102
COc1ccc(C(=O)CSc2nnc(-c3c[nH]c4ccccc34)n2-c2ccccc2)cc1	57	60	46	32	25	-16*	16	44
N#CC(Cc1ccccc1)c1cc2ccccc2[nH]1 (stereo unspecified)	/	108	87	94	85	90	92	96

(further entries)
Structure	T-47D	MDA-MB-468	MCF7	MDA-MB-231	BT-549	MALME-3M	HS 578T	LOX IMVI
O=C(Nc1ccc(-n2cc(-c3ccncc3)c(-c3ccc(Cl)c(O)c3)n2)cc1)N1CCOCC1	84	112	101	105	100	92	105	98
O=C1CC[C@@H](C(=O)N[C@H]2CSSC[C@@H](C(=O)N/C=C/c3ccccc3)NC(=O)[C@H](Cc3ccccc3)NC(=O)[C@@H]3CCCN3C(=O)[C@@H]3CCCN3C2=O)N1	80	91	97	91	99	109	90	95
NC(=O)NC(N)=S	/	98	102	92	119	115	103	98
COc1ccc(C(=O)/C=C/c2cc3c(c(OC)c2)OCC(=O)N3)cc1	/	42	31	68	/	88	42	40
O=C(/C=C/c1ccncc1F)c1ccc(N2CCNCC2)cc1	118	100	99	99	91	100	99	103
CCOc1ccc(/C=N/NC(=O)CN2CCN(Cc3ccccc3)CC2)cc1	92	104	90	107	108	112	98	105
COc1ccc(-c2cc(-c3cccnc3)nc3sc(C(=O)Nc4ccccc4)c(N)c23)cc1OC	56	81	65	70	/	109	28	60
Cc1ccc2c(c1)c(-c1nc(-c3cn(C)c4ncccc34)cs1)cn2C(=O)OC(C)(C)C	81	98	88	78	111	/	93	/
CCCCCCCCCCCCOC(=O)/C=C\C(=O)NC(N)=O	80	82	64	94	68	102	86	/
O=C1Nc2ccccc2/C1=C\c1c[nH]c2ccc(F)cc12	70	26	57	90	116	/	76	72
N#CC1=C(N)n2nc(-c3ccncc3)nc2NC1c1ccc(Cl)cc1 (stereo unspecified)	92	93	92	89	87	95	91	100
O=C(Cn1cc[n+](CC(=O)c2ccc(-c3ccccc3)cc2)c1)Nc1cccc2cccnc12	40	8.4*	51	73	57	/	76	79

(listing goes on)
Structure	T-47D	MDA-MB-468	MCF7	MDA-MB-231	BT-549	MALME-3M	HS 578T	LOX IMVI
COc1ccc(N2CCN(c3nc(-c4ccccn4)nc4sc5c(c34)CCCCCC5)CC2)cc1	48	87	12	83	88	84	113	38
CS(=O)(=O)c1ccc(-n2cc(/C=N/O)c(-c3ccccc3)n2)cc1	59	35	22	72	61	97	95	-79*
Cc1nnc(N)nc1C	105&113	104&129	97&106	92&109	116&118	103&99	83	96&98
C=C(C)[C@@H]1CC[C@]2(C(N)=O)CC[C@]3(C)[C@H](CC[C@@H]4[C@@]5(C)CC[C@H](OCCC#N)C(C)(C)[C@@H]5CC[C@]43C)[C@@H]12	72	72	87	73	98	101	88	87
Cc1nc2sc(C(=O)Nc3ccc(Cl)cc3)c(N)c2cc1C(O)c1ccccc1 (stereo unspecified)	41	-0.1*	21	52	59	44	27	33
CS(=O)(=O)c1ccc(-c2nn(-c3ccc(F)cc3)cc2/C=C/C(=O)c2ccc(Br)cc2)cc1	100	93	62	86	94	65	110	74
O=C(O)CCCCCCCCCCN1C(=O)/C(=C/c2cnc(-c3ccc(Cl)cc3)s2)SC1=S	47	52	27	49	-17*	81	59	5.1*
CC(=O)c1sc(/N=C2\NC(=O)/C(=C3/C(=O)N(Cc4ccccc4)c4ccccc43)S2)nc1C	90	87	90	107	96	97	131	78
COc1ncnc2[nH]cc(CN3CCN(c4ccc(F)cc4)CC3)c12	104	108	103	117	107	103	97	106
COc1ccc(NC2=CC(=O)C(C)=C(C)C2=O)cc1OC	62	18	89	88	124	102	110	71
CCOC(=O)C1C(=O)C=C(c2ccc(Br)cc2)CC1c1sc(N(C)Cc2ccccc2)nc1Cl (stereo unspecified)	66	82	77	76	93	91	66	89
Cc1ccc[n+](C(CO)c2ccccc2)c1 (stereo unspecified)	70	97	99	109	98	104	102	105

One compound at a time, from the list above. Values in the order: T-47D	MDA-MB-468	MCF7	MDA-MB-231	BT-549	MALME-3M	HS 578T	LOX IMVI
Cc1cc[n+](CC(=O)c2ccc(Cl)cc2)c(C)c1 reads 101	109	102	100	123	110	104	94
c1ccc(CNc2ncn[nH]2)cc1 reads 95	/	100	153	97	112	99	113
Cc1nnc(N)nc1C reads 105&113	104&129	97&106	92&109	116&118	103&99	83	96&98
CC(=O)c1sc(/N=C2\NC(=O)/C(=C3/C(=O)N(Cc4ccccc4)c4ccccc43)S2)nc1C reads 90	87	90	107	96	97	131	78
COc1ccc(F)cc1/C=C/C(=O)/C=C(O)/C=C/c1cc(F)ccc1OC reads 77	91	70	96	95	93	110	84

More entries.
Structure	T-47D	MDA-MB-468	MCF7	MDA-MB-231	BT-549	MALME-3M	HS 578T	LOX IMVI
N=C(N)c1ccc(-c2ccc(-c3ccc(-c4cccs4)s3)s2)cc1	76	96	84	81	99	85	99	/
Nc1ccc(Nc2ccc([N+](=O)[O-])cc2[N+](=O)[O-])cc1	97	100	93	79	70	100	96	92
CCCN1CCN(c2ccc3nc(-c4ccc5nc(-c6ccc(OCC)c(OCC)c6)[nH]c5c4)[nH]c3c2)CC1	11	-77*	-60*	-80*	-64*	-82*	-37*	-84*
c1ccc2cc(-c3cc(-c4ccc5c(c4)OCCO5)[nH]n3)ccc2c1	85	95	93	104	112	103	126	105
